miR122 inh = miR-122 inhibition in Huh7 cells; Huh7 miR-122 Renilla luciferase sensor, 48 h; neutral wells = 0, positive control = 100; AID 602342; 340,000 compounds, 0.3% hits; activation (reporter increase), % at 12.5 µM;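 active means mean replicate activation score at least 90 and every replicate individually at or above 90; inconclusive means only one of the two criteria met; inactive means neither criterion met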;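 further: higher luciferase means less miR-122 activity so hits act as miR-122 inhibitors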
PglD inh = inhibitors of Campylobacter jejuni PglD acetyltransferase. AID 602405. 360,000 compounds, 0.098% hits. inhibition, % at 12.5 µM. purified PglD enzyme, DTNB colorimetric CoA detection; in the data active means inhibition above about 16%, passing the limit was not always enough; inconclusive means no clear call, values can overlap the other calls; further: strong numbers were not always called active
F508del corr = correctors of CFTR F508del function in bronchial epithelial cells | CFBE cells, YFP halide quenching; stimulated with forskolin plus potentiator P3; % fluorescence drop versus neutral controls | activity (quench increase), % at 7.58 µM | 350,000 compounds, 0.36% hits | AID 720511;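 active means mean added fluorescence quench of at least 8% versus neutral control, with both replicates also reaching 8%; inconclusive means only one of the mean or replicate conditions met; inactive means mean below 8% and not both replicates reaching 8%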;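 further: cells transiently co-express mutant CFTR-F508del with the halide-sensitive YFP; corrector assay measuring rescue of mutant channel to the surface after 24 h compound exposure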
Cneo AK release = causes C. neoformans cell lysis | adenylate kinase release luminescence, 4 h; normalised: neutral wells 0, clomiphene wells 100 | lysis activity, % at 15 µM | 360,000 compounds, 0.2% hits | AID 651654;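 active means mean lysis activity across replicates of at least 80%, whatever share of replicates individually reach that level; inactive means mean lysis activity below 80%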
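Schedule: static 4 h at 37 °C with compound, 1 h detection; system: C. neoformans cells; benchmarks: Clomiphene as positive control; buffer or medium: fresh YPD medium; measure: luminescence rise reflecting yeast cell lysis; measured by: luminescent adenylate kinase detection reagent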
Statin myotox sup = suppressors of simvastatin-induced myotoxicity in C2C12 myotubes. AID 602340. 330,000 compounds, 0.78% hits. ATP luminescence, 48 h; scaled: DMSO 0, geranylgeraniol control 100. rescue of ATP level, % at 7.49 µM;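 active means mean ATP rescue above about 67%, or every replicate alone reaching that limit, limit read from the data, passing the limit was not always enough; inconclusive means no clear call, values can overlap the other calls; inactive means mean under the limit and some replicate under it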;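 further: myotubes were challenged with 10 µM simvastatin during compound exposure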
PGC1a acetyl inh = lowers PGC1a acetylation signal in U2OS cells; 350,000 compounds, 0.17% hits; AlphaScreen anti-acetyl-lysine; with virally co-expressed GCN5 acetyltransferase; inhibition, % at 15.6 µM; AID 651687;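 active means every replicate shows inhibition of at least 40%; inconclusive means mean inhibition at least 40% but some replicate below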;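 further: 0% = neutral control wells and 100% = positive control wells; some results beyond the cut were filed as inactive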
FN deposit inh = fibronectin deposition inhibition; AH1F fibroblasts, Alexa488-fibronectin deposition fluorescence, overnight; inhibition, % at 12.6 µM; 350,000 compounds, 0.086% hits; AID 743247;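 active means mean inhibition across replicates of 30% or more, regardless of how many single replicates reach that level; inconclusive means mean under 30% yet at least half of replicates reach 30%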;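 further: positive control wells lacked labelled fibronectin entirely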
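Material: AH1F fibroblast monolayer depositing Alexa488-labelled fibronectin into matrix | Input: 10000 AH1F cells/well | Medium: DMEM plus 2% serum, read in PBS | Reagent: Alexa488-fibronectin, 24 nM final in well | Compound dosing: One dose per compound, pinned | Schedule: 1 h adhesion, overnight exposure | Measured by: Fluorescence at 485 nm excitation, 525 nm emission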
INS-1E GSIS act = primary screen for activators of insulin secretion dependent on glucose, INS-1E cells, GLuc reporter luminescence. activation, % at 16.6 µM. AID 743287. INS-1E GLuc reporter insulin secretion, 2-3 h. 370,000 compounds, 0.61% hits;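 active means lowest replicate activation of at least 40%, so every replicate reaches that level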;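 further: 0% = median of neutral control wells and 100% = median of IBMX positive control wells; some compounds called inactive have numbers as strong as hits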
Active calls of the source: *; ? = inconclusive; · = no result given; [ ] = dose if it differs, or a comment.

SMILES	miR122 inh	PglD inh	F508del corr	Cneo AK release	Statin myotox sup	PGC1a acetyl inh	FN deposit inh	INS-1E GSIS act
CN1C(=O)[C@H]2[C@@H](C3CC3)N3C(=O)CN(Cc4ccc(-c5ccccc5)cc4)C(=O)[C@@]3(C)[C@H]2C1=O	-1	2	0.5	-1	-1	13	8	·
COc1cc(/C=C2\SC(=O)N(CC(=O)Nc3cccc(C)c3)C2=O)cc([N+](=O)[O-])c1O	-7	·	4.3	·	·	2	-4	3
CC1(C)NC(=O)N(CC(O)CN(Cc2ccccc2)Cc2ccccc2)C1=O (stereo unspecified)	2	-10	·	-2	18	18	-4	·
CCOc1cc(N2CCOCC2)c(OCC)cc1NC(=O)CSc1ncccn1	·	·	-7.1	·	·	0	8	10
COC(=O)C[C@H]1C=C[C@@H](C(C(=O)OC)C(=O)OC)CN1C(C)=O	-1	4	2.6	-2	7	·	-2	6
O=C(NC1CCCCC1)c1ccc([N+](=O)[O-])o1	-1	0	·	3	69*	·	·	·
C=CCNC(=O)c1cc(Cl)ccc1Cl	-7	0	·	0	-8	4	·	·
O=C(CSc1nnc(Nc2ccccc2)s1)NC1CCCC1	·	-1	0.7	2	12	-10	-6	·
O=C(Cn1c(=O)[nH]c2ccccc2c1=O)Nc1ccc2c(c1)OCO2	2	-3	4.9	0	-4	9	5	2
C[C@H](CO)N1C[C@H](C)[C@H](CN(C)Cc2ccccn2)Oc2cc(-c3cccc(C#N)c3)ccc2S1(=O)=O	-6[16.7 µM]	-1	0.5	-3	10	7	1	9
O=C(Nc1ccc(-c2ccccc2)cc1)[C@@H]1[C@@H](CO)[C@@H]2Cn3c(cccc3=O)[C@@H]2N1CC1CCOCC1	3[16.7 µM]	-1	1.5	0	-18	·	10	2
COC(=O)C1=C(C(=O)OC)[C@@H]2N(C)c3ccc(OC)cc3[C@@]23C[C@@H](C(=O)OC)N(C(=O)CC(C)C)C3=N1	5	-5	-2.6	0	·	4	7	-22
CCc1ccc(N(CC(=O)NC(C)C)C(=O)CCC(=O)Nc2nccs2)cc1	-5	-7	0.8	1	1	-1	3	·
CC(=O)Nc1ccc(S(=O)(=O)N(C)c2ccc(OCC(=O)NCCc3ccccc3F)cc2)cc1	·	-2	-2.6	1	-6	·	-4	-6
Cc1ccc(Cc2cnc(N)s2)o1	-6	-4	·	11	11	7	·	·
O=C(CSc1nnc(NC(=O)C2CCC2)s1)Nc1ccccc1	·	-2	-1.4	-3	5	·	5	6
COc1ccc(S(=O)(=O)Nc2cccc3c2O[C@@H](CN(C)Cc2ccncc2)[C@@H](C)CN([C@@H](C)CO)C3=O)cc1	10[16.7 µM]	3	2.4	0	5	10	·	2
Cc1ccc(-n2ncc(C(=O)NCc3ccc4c(c3)OCO4)c2NC(=O)c2ccco2)cc1C	2	2	·	8	-19	-5	8	-9
CNC(=O)COC(=O)c1ccc(NS(=O)(=O)c2ccc3c(c2)OCCO3)cc1	·	·	-2.4	·	·	-6	-3	-27
O=c1cc(C(F)(F)F)[nH]c2ccccc12	·	·	-5.1	·	0	·	-9	-12

Compound profiles (already shown). Order of values: miR122 inh	PglD inh	F508del corr	Cneo AK release	Statin myotox sup	PGC1a acetyl inh	FN deposit inh	INS-1E GSIS act
CN1C(=O)[C@H]2[C@@H](C3CC3)N3C(=O)CN(Cc4ccc(-c5ccccc5)cc4)C(=O)[C@@]3(C)[C@H]2C1=O in the list: -1	2	0.5	-1	-1	13	8	·
CC1(C)NC(=O)N(CC(O)CN(Cc2ccccc2)Cc2ccccc2)C1=O (stereo unspecified) in the list: 2	-10	·	-2	18	18	-4	·
COC(=O)C[C@H]1C=C[C@@H](C(C(=O)OC)C(=O)OC)CN1C(C)=O in the list: -1	4	2.6	-2	7	·	-2	6
CNC(=O)COC(=O)c1ccc(NS(=O)(=O)c2ccc3c(c2)OCCO3)cc1 in the list: ·	·	-2.4	·	·	-6	-3	-27
Cc1ccc(Cc2cnc(N)s2)o1 in the list: -6	-4	·	11	11	7	·	·

Other entries.
SMILES	miR122 inh	PglD inh	F508del corr	Cneo AK release	Statin myotox sup	PGC1a acetyl inh	FN deposit inh	INS-1E GSIS act
C[C@@H]1CN([C@H](C)CO)C(=O)c2cccc(NC(=O)Nc3ccc4c(c3)OCO4)c2O[C@H]1CN(C)Cc1ccc(Oc2ccccc2)cc1	-4[16.7 µM]	8	-1.8	3	47	-11	·	-10
O=C(NCc1cccc(F)c1)[C@@H]1[C@@H](CO)[C@@H]2Cn3c(ccc(-c4cccnc4)c3=O)[C@H]1N2CC1CC1	·	0	·	-1	-2	·	·	0
O=c1ccc(Cc2ccccn2)n[nH]1	-2	-2	·	4	7	8	-1	·
COc1ccc(C(=O)/C=C/Nc2ccc(NC(C)=O)cc2)cc1OC	-4	-18	·	-3	-12	0	·	·
COc1ccccc1CN(C)C(=O)CNC(=O)c1cccc(Cl)c1	-4	2	-2.2	3	0	-6	-10	2
CO[C@H]1CN(C)C(=O)c2ccc(NC(=O)Nc3cccc(F)c3)cc2OC[C@@H](C)N(C)C[C@@H]1C	4[16.7 µM]	-4	·	5	-6	·	6	-15
COC(=O)c1ccc(C23CC4(C2)[C@H](CN(CC2CCCCC2)[C@@H]4c2ccccc2)C3c2ccc(Cl)nc2)cc1 (stereo partly specified)	19	-3	2.3	6	10	-9	-1	·
C=CCn1c(SCn2nnc3ccccc3c2=O)nnc1-c1ccc(Cl)cc1	-9	2	·	-5	2	2	8	·
O=C(c1cc(-c2ccncc2)nc2ccccc12)N1CCN(Cc2ccccc2)CC1	-4	4	1.3	-3	-11	1	14	14
Cc1ccc(CN(C)C(=O)COc2ccc(S(=O)(=O)N3CCCC3)cc2[N+](=O)[O-])c(C)c1	2	10	-2.5	0	-4	-10	-5	-40
COc1ccccc1N1CCN(Cc2cc(=O)c(OCC#N)co2)CC1	-3	-3	3.6	-1	-25	9	-10	23
O=C(CSCc1ccccc1Br)NC1CC1	-2	3	·	2	3	3	2	14
CC(C)CC(N)c1csc(Nc2ccc(C(=O)N(C)Cc3ccccc3)cn2)n1 (stereo unspecified)	-1	-3	7.7	2	-8	-41	-9	5
CC(Oc1ccccc1)C(=O)NC1CC(C)(C)NC(C)(C)C1 (stereo unspecified)	-1	-2	·	0	5	6	-3	·
Cc1cc(NC(=O)c2ccccc2O)nc(C)n1	·	·	3.6	·	·	-1	0	30
COc1ccc(CC2(CO)CCN(Cc3c(C)nn(C(C)C)c3C)CC2)cc1	-2	-4	0.9	5	-4	3	-10	-5
CCCC/C=C/[C@H](c1ccccc1)[C@H](CO)Cc1cccnc1	6	2	-0.4	5	-2	-15	-4	104*
C[C@@H]1CN([C@@H](C)CO)C(=O)c2cc(NS(=O)(=O)c3cn(C)cn3)ccc2O[C@@H]1CN(C)Cc1ccc(Oc2ccccc2)cc1	-5[16.7 µM]	2	-1.2	1	3	-11	·	24
COc1ccc(N2CC(C(=O)N[C@@H](C)C(=O)NC(C)c3ccccc3)CC2=O)cc1 (stereo partly specified)	-9	-1	0.2	0	5	-12	-21	-1
COc1ccc(CN(C)C[C@@H]2OCCCC[C@H](C)Oc3ccc(NC(=O)Nc4c(C)noc4C)cc3C(=O)N([C@H](C)CO)C[C@@H]2C)cc1	-8[16.7 µM]	2	-0.7	-3	·	11	·	20
O=C(O)c1c[nH]n2c(=S)ncnc12	-13	0	-3.4	-1	-10	·	11	9
O=C1CC(N2CCN(c3nc4ccccc4s3)CC2)C(=O)N1Cc1cccs1 (stereo unspecified)	-2	1	·	-3	·	-2	·	·
Cc1nn(-c2ccc(C(=O)O)cc2)c(N)c1-c1ccccc1	-3	1	·	-5	·	-3	·	·
Cc1ccc(S(=O)(=O)N2CC[C@@H]3[C@H](CO)N(C)c4ccc(C#Cc5cccnc5)cc4[C@@H]32)cc1	21[16.7 µM]	-1	3.1	-18	-32	-30	14	32
O=C(Nc1ccc(Cl)cc1)N1CCN(Cc2ccc3c(c2)OCO3)CC1	-13	6	-2.0	0	1	7	2	-61
CCC1CCCCN1C(=O)c1nn2cccnc2c1Cl (stereo unspecified)	1	3	·	2	-6	10	·	·
O=C(NC1CCCC1)[C@@H]1[C@@H](CO)[C@@H]2Cn3c(ccc(C4=CCCC4)c3=O)[C@H]1N2C(=O)c1ccccc1	·	2	·	-2	-5	·	3	3
O=C(Nc1ccc(Oc2cccc(C(F)(F)F)c2)nc1)c1ccccc1	0	1	-1.1	0	-14	·	0	-4
C[C@@H]1CCCCO[C@@H](CN(C)C(=O)Nc2ccc3c(c2)OCO3)[C@@H](C)CN([C@H](C)CO)C(=O)c2cc(NC(=O)c3ccncc3)ccc2O1	2[16.7 µM]	-1	0.7	1	·	0	-4	6
Cc1cccc(OCCCC(=O)Nc2ccc(Cl)c(S(=O)(=O)N3CCOCC3)c2)c1	?	-2	-1.2	0	0	-20	1	-19
CCOC(=O)c1c(NC(=O)c2ccc(Br)o2)sc2c1CCCC2	8	-5	·	3	-14	-7	·	·
NC(=O)NC(CC(=O)Nc1cccnc1)c1cccc(Br)c1 (stereo unspecified)	·	-7	-2.9	1	17	·	4	2
CCOc1ccc(NC(=O)CC2C(=O)N(c3cccc(OC)c3)C(=O)N2C(C)C)cc1 (stereo unspecified)	2	-3	-0.2	1	-1	11	-4	-16
O=C(CCc1nnc(COc2ccccc2)o1)NCc1ccccc1	-1	·	5.6	·	·	-9	1	12
O=C(CN1C(=O)c2ccccc2C1=O)Nc1cccc([N+](=O)[O-])c1	·	1	·	-2	·	·	-2	-7
Cc1nc2ccc(Br)cn2c1C(=O)N/N=C\c1ccccc1[N+](=O)[O-]	-7	·	2.8	·	·	-2	0	5
O=C(NCCc1c[nH]c2ccccc12)C(=O)Nc1ccccc1	-2	-3	-4.3	-1	-2	-2	-4	-10
CCOC(=O)c1sc2nc(CC(=O)OC)nc(NCc3ccc(Cl)cc3)c2c1C	-7	2	4.6	1	3	-2	·	7
C=CCc1cc(C=O)cc(OCC)c1O	-2	·	-0.3	·	7	7	7	7
O=C(C[C@H]1CC[C@H]2[C@@H](COC[C@@H](O)CN2C(=O)Nc2ccc(Cl)c(Cl)c2)O1)NCc1ccccc1	-2[16.7 µM]	-3	-2.2	2	-12	-3	-6	-23
O=C(O)CC1=C(Nc2ccccc2)C(=O)N(c2ccccc2)C1c1ccc(F)cc1 (stereo unspecified)	5	-6	1.9	-2	-1	·	17	-3
CC1(O)CC(C)(C)C(C#N)C(=O)N1 (stereo unspecified)	-5	0	-1.2	0	0	18	1	22
CCC1Oc2ccc(C)cc2N(Cc2cccc(C)c2)C1=O (stereo unspecified)	-1	-3	1.4	-1	25	-5	·	-35
CN(C)CCNC(=O)C(=O)NCC1OCCN1S(=O)(=O)c1ccc(F)cc1 (stereo unspecified)	-1	-3	0.3	8	-15	-10	2	0
N#C/C(=C\c1cccnc1)C(=O)Nc1ccc(O)cc1F	-4	-1	1.4	-1	1	-8	0	-7
O=C(CC1CC1)N1CC[C@@H]2[C@H]1c1cc(-c3ccccc3)ccc1N[C@@H]2CO	-1[16.7 µM]	-7	0.5	2	10	3	10	22

Bioassay records deposited in PubChem BioAssay by Broad Institute.
